Assay outcomes deposited in PubChem by several laboratories.
TcdB GH inh – inhibitors of Clostridioides difficile toxin B glycohydrolase; TcdB glycohydrolase enzymatic assay, plate reader; inhibition, % at 9.99 µM; actives 0.24% (n = 350,000); AID 652162; in the data active = inhibition above about 10%
Target sequence (P18177 whole entry, looked up): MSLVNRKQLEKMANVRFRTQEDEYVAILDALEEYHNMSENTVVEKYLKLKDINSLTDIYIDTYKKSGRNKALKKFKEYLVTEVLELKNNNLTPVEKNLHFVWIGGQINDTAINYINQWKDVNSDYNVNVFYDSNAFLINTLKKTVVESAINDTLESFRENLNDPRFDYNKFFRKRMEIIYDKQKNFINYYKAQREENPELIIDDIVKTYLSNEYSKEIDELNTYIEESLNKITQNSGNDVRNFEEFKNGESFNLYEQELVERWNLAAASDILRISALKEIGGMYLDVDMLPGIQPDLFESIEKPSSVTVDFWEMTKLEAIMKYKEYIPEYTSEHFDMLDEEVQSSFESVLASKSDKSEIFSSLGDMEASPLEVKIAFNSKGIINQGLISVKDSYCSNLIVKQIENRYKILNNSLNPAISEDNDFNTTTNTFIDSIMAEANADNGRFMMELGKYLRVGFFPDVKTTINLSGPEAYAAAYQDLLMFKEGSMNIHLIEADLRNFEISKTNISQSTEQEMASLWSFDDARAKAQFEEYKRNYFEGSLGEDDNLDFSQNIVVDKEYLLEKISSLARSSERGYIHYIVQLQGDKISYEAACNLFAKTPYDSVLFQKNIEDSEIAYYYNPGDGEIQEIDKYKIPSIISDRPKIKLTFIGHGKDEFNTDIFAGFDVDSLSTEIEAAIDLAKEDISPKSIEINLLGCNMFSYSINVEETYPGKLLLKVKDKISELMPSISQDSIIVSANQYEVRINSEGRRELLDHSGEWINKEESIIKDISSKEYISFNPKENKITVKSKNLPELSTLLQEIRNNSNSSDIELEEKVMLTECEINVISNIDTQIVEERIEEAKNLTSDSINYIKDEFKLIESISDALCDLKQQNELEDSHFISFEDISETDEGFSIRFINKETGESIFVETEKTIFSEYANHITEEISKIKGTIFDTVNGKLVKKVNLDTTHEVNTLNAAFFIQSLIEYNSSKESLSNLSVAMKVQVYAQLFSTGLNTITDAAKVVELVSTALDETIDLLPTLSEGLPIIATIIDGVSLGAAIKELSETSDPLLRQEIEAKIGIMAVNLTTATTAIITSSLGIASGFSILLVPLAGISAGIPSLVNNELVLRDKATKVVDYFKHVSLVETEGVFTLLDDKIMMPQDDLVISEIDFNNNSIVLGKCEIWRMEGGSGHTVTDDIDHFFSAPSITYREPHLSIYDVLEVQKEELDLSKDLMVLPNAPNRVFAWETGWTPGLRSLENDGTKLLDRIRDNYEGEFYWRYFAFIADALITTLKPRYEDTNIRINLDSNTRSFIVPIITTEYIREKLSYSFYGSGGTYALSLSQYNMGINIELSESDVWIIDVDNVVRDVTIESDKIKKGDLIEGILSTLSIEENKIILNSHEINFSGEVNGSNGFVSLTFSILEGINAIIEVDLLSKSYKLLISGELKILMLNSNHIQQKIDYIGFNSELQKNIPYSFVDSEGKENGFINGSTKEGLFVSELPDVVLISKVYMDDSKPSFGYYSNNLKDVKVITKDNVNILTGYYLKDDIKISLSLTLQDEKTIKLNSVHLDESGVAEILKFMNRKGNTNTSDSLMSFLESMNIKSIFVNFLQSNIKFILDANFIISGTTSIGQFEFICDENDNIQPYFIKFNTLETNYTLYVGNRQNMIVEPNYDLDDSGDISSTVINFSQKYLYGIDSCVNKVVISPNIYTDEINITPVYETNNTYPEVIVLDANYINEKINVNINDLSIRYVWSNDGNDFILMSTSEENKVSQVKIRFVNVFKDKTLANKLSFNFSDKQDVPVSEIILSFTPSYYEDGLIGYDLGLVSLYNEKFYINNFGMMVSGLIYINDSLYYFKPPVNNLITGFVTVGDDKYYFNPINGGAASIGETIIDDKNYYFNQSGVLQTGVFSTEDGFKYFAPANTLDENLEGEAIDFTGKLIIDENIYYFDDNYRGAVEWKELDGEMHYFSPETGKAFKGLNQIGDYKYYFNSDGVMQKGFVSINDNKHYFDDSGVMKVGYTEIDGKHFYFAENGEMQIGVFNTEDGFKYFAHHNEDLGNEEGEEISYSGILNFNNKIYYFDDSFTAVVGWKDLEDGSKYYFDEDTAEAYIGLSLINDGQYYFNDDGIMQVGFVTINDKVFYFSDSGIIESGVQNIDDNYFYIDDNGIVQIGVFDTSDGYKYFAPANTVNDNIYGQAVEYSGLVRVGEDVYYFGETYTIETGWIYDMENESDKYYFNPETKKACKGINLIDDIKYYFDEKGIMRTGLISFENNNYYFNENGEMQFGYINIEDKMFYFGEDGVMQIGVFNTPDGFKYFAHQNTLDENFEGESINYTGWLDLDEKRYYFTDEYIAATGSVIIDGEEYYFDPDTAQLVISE
SARS 3CLpro inh – SARS-CoV 3CLpro protease inhibition; P0C6X7; recombinant SARS-CoV 3CLpro, quenched FRET peptide cleavage; inhibition, % at 6 µM; actives 0.14% (n = 290,000); AID 1706; in the data active = inhibition above about 12%
Anthrax LF prot – inhibitors of Bacillus anthracis lethal factor protease; AID 588501; actives 0.12% (n = 360,000); P15917; inhibition, % at 10 µM; multiplex microsphere protease cleavage assay, LF; also: plate controls were buffer without enzyme for full effect and enzyme alone for no effect
Y pestis TopoI – inhibitors of Yersinia pestis topoisomerase I; Y. pestis Topo-I cleavage product accumulation, plate reader; activity, % at 10 µM; actives 0.064% (n = 360,000); AID 504884; in the data active = activity above about 50%, passing the limit was not always enough; also: inactives centre near 2
PfHsp40 rescue – compounds rescuing yeast from Plasmodium falciparum HSP40 toxicity | S. cerevisiae expressing PfHsp40, growth rescue, ATP luminescence | growth rescue, % at 12.5 µM | actives 0.68% (n = 340,000) | AID 504582; in the data active = growth rescue above about 28%, passing the limit was not always enough;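 also: yeast W303a lacking pdr1 and pdr3 grown in galactose medium; growth measured after three days at 30 °C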
Vc quorum ag – inducers of Vibrio cholerae quorum light production without autoinducers; actives 0.16% (n = 350,000); activation, % at 18.7 µM; V. cholerae BH1578 lux reporter, luminescence, 6 h; in the data active = activation mostly above about 9.7%, no sharp cut-off; also: not every result past the cut was called active; inactives centre near 0; reference of the scale not given here
CCHFV vOTU inh – blocks the CCHF virus ovarian tumor domain protease | CCHFV vOTU protease, Pep-AMC fluorescence | inhibition, % at 11.5 µM | actives 0.55% (n = 370,000) | AID 651958; in the data active = inhibition above about 30%; also: 0% = vehicle wells with enzyme and 100% = no enzyme wells
SSB-PriA inh – inhibitors of Klebsiella pneumoniae PriA binding to SSB C-terminal tail; AlphaScreen SSBct-PriA binding, biotinylated peptide; inhibition, % at 33 µM; actives 0.6% (n = 430,000); in the data active = inhibition mostly above about 37%, no sharp cut-off; inactive = mostly below about 20%;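 also: plate controls were negative control peptide for no effect and reference peptide for full effect; strong numbers were not always called active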
BoNT A protease – BoNT A light chain protease inhibition; inhibition, % at 10 µM; AID 588499; actives 0.17% (n = 360,000); multiplex microsphere protease substrate cleavage, flow cytometry; also: plate controls were buffer without enzyme for full effect and enzyme alone for no effect
VHR inh abs – DUSP3 (human) phosphatase inhibition; P51452; recombinant VHR phosphatase, pNPP absorbance; inhibition, % at 13.3 µM; actives 0.52% (n = 290,000); in the data active = inhibition above about 50%; also: some compounds called inactive have numbers as strong as hits
* hit, by the source's call; i = inactive; x = no result given; & = joins results of further samples. Rule as the data show it, unless noted: active = inhibition above about 30%; inconclusive = no clear call, values can overlap the other calls; inactive = below that. An excerpt; the hit share may differ from the screen's.

Preview:
SMILES	TcdB GH inh	SARS 3CLpro inh	Anthrax LF prot	Y pestis TopoI	PfHsp40 rescue	Vc quorum ag	CCHFV vOTU inh	SSB-PriA inh	BoNT A protease	VHR inh abs
C/C(=N\NC(=S)NCc1ccccc1)c1ccc2c(c1)OCCO2	-0.3	2	9	-1	0.7	-0.6	4	x	1.0	-2
CC1(C)CC(=O)C=C(Nc2ccc(Br)cn2)C1	-0.5	1	-3	1	-0.4	-0.4	31*	2	-1.6	3
Nc1ccc(S(=O)(=O)NC2=NCCCCC2)cc1N	2.2	1	-10	6	0.8	-0.7	-5	5	-0.1	0
Cc1ccccc1N1CC(C(=O)Nc2ccc(S(=O)(=O)N3CCCCC3)cc2)CC1=O (stereo unspecified)	2.4	-3	3	3	-0.3	-0.4	1	2	-3.0	14
CC(=O)N1N=C2C3CCN(CC3)C2C1c1cccc2ccccc12 (stereo unspecified)	0.0	2	5	-2	0.0	-0.1	6	-9	-0.8	8
Cc1c(/C=N/N=C2\CCC3C4CCc5cc(O)ccc5C4CCC23C)cnn1C (stereo unspecified)	x	0	0	-3	-0.4	-3.2	10	x	0.1	-4

All compounds of this part, repeating the preview:
SMILES	TcdB GH inh	SARS 3CLpro inh	Anthrax LF prot	Y pestis TopoI	PfHsp40 rescue	Vc quorum ag	CCHFV vOTU inh	SSB-PriA inh	BoNT A protease	VHR inh abs
C/C(=N\NC(=S)NCc1ccccc1)c1ccc2c(c1)OCCO2	-0.3	2	9	-1	0.7	-0.6	4	x	1.0	-2
CC1(C)CC(=O)C=C(Nc2ccc(Br)cn2)C1	-0.5	1	-3	1	-0.4	-0.4	31*	2	-1.6	3
Nc1ccc(S(=O)(=O)NC2=NCCCCC2)cc1N	2.2	1	-10	6	0.8	-0.7	-5	5	-0.1	0
Cc1ccccc1N1CC(C(=O)Nc2ccc(S(=O)(=O)N3CCCCC3)cc2)CC1=O (stereo unspecified)	2.4	-3	3	3	-0.3	-0.4	1	2	-3.0	14
CC(=O)N1N=C2C3CCN(CC3)C2C1c1cccc2ccccc12 (stereo unspecified)	0.0	2	5	-2	0.0	-0.1	6	-9	-0.8	8
Cc1c(/C=N/N=C2\CCC3C4CCc5cc(O)ccc5C4CCC23C)cnn1C (stereo unspecified)	x	0	0	-3	-0.4	-3.2	10	x	0.1	-4
COc1ccc(O)c(C(=O)c2cc(C#N)c(=O)n(CCN3CCOCC3)c2)c1	x	0	4	-5	-1.0	-11	5	-13	0.7	-1
COc1ccc(C2(CNC(C)=O)CCCC2)cc1OC	x	9	12	-10	0.9	i	17	-2	0.1	3
COc1ccc(-c2nnc(SCC(=O)c3cccs3)n2-c2ccc(Cl)cc2)cc1	x	-4	-1	34	1.1	7.7	-1	-5	-0.2	9
CCc1nnc(NC(=O)c2ccc3nc(CC)c(CC)nc3c2)s1	-0.8	3	-3	0	0.3	0.4	-4	0	-0.6	22
O=C(COC(=O)/C=C/c1ccc(Cl)cc1Cl)NCC1CCCO1 (stereo unspecified)	-1.5	x	9	6	1.0	-0.3	5	2	-0.2	x
CCC1(CC)NC(=O)N(CC(=O)N2CCc3ccccc32)C1=O	0.2	x	5	-1	-1.6	i	-18	5	0.2	x
O=C(Cn1nc(Cc2cccnc2)c2ccccc2c1=O)NCc1ccc2c(c1)OCO2	2.3	-1	-4	9	0.0	-0.2	0	-7	-0.6	15
C[C@@H]1CN([C@H](C)CO)C(=O)CCCn2cc(nn2)CO[C@H]1CN(C)C(=O)Oc1ccc2ccccc2c1	0.1&0.5	x	-5	9	x	i	x	x	-0.6	x
COC(=O)c1c(C)[nH]c(C(=O)/C=C/c2cccc(Cl)c2)c1C	x	4	1	-4	0.3	i	1	-11	-0.2	4
CC(C)C[C@H]1CN=C(Nc2ccccc2)N1CC1CCC1	1.0	2	-4	2	0.5	i	7	-11	0.3	13
Cc1[nH]c(=O)[nH]c(=O)c1/C=N/NC(=O)[C@@H](NC(=O)OC(C)(C)C)C(C)C	x	1	-10	-2	1.2	-0.5	-2	x	-0.6	10
O=C(CCC1COc2ccccc2O1)Nc1ncccc1O (stereo unspecified)	x	1	-2	-4	1.1	-0.4	1	-6	-0.1	10
Cc1ccccc1CN(C)CC(=O)Nc1ccccc1-c1ccccc1	x	-1	-3	37	-0.4	-0.6	-3	-26	-0.7	14
COc1ccc(CCC(C)N2CCc3ccccc3C2)cc1 (stereo unspecified)	1.2	5	-2	8	-0.7	-0.6	2	-15	1.2	35
CCCc1c(-c2cccc(Cl)c2)ncn1CCc1ccccc1OC	2.3	x	2	x	x	x	15	x	0.1	x
COC(=O)c1c(NC(=O)C(Cl)Cl)sc2c1C(C(=O)OC)CC2 (stereo unspecified)	5.1	-3	-25	8	-1.2	-0.9	8	-3	-6.1	-11
Nc1ncnc2c1ncn2[C@@H]1O[C@H](CNC(=O)[C@@H]2C[C@H](F)CN2)[C@@H](O)[C@H]1O	0.8	x	4	-3	-1.6	i	9	-5	-0.2	x
COc1ccc(CCNCC(=O)Nc2ccc(OC(F)(F)F)cc2)cc1OC	-0.1	-5	-6	-7	0.5	3.8	-2	-13	-0.7	-15
CCOc1ccc(C2=NNC(c3cccs3)=Nc3ccc(OC)cc32)cc1OCC	x	-1	0	-7	2.0	x	10	-13	1.7	40
Cc1ccc(-c2ccnc3[nH]n(-c4ccccc4)c(=O)c23)cc1	1.0	4	0	-19	-1.0	-0.1	3	-13	2.0	60*
CCC(C)N(C(=O)CSc1nnc2ccccn12)C1CCS(=O)(=O)C1 (stereo unspecified)	-1.2	x	-3	0	-0.4	i	-15	-12	-2.3	x
N#CCSc1nnc(-c2sc3ccccc3c2Cl)o1	x	0	1	10	-1.1	i	1	-7	-0.4	-8
Cc1cc(N2CCOCC2)n2nc(-c3cccc(F)c3)cc2n1	x	4	-3	-9	1.3	i	9	-5	0.0	9
Cc1ccc(CNc2ccc(N3C(=O)CCCC3=O)cc2[N+](=O)[O-])cc1	x	0	-1	3	0.1	-1.0	6	-16	-0.4	-4
COc1cc(NC(=O)c2ccc(F)cc2)ccc1NC(=O)c1cc2ccccc2o1	1.3	-6	x	7	0.2	1.2	-9	13	x	-8
COc1ccccc1C(=O)NCCC(=O)NC1=NCCS1	0.8	x	-4	3	-0.6	0.0	12	-15	-0.3	x
CCOC(=O)C1=C(C)N(c2ccccc2)C(=O)C1	x	2	-1	4	0.1	i	-3	1	-0.4	12
COC(=O)c1c(NC(=O)CSc2nc3nc(C)cc(C)n3n2)sc(C)c1C	-1.7	-6	1	-10	0.3	i	7	3	-0.3	-4
CN(C)S(=O)(=O)N1CCC(n2nccc2NC(=O)CCc2ccccc2)CC1	2.2	3	0	5	-0.4	-0.4	-11	-2	0.5	16
CCOC(=O)c1cc(-c2ccc(C)cc2)n(CCC(=O)NCCCOC)c1C	x	-1	-2	15	0.1	1.6	9	-2	-0.1	23
c1cncc(-c2nc(-c3ccc4c(c3)OCO4)cs2)c1	x	3	-2	14	-0.6	i	10	-2	1.2	-11
FC(F)(F)c1ccccc1NC(=S)Nc1ccccc1	-0.4	1	10	-2	-1.4	i	14	7	-3.9	-15
CCOc1ccc(-n2nc3c(Cl)nnc(C)c3c2C)cc1	0.7	3	1	0	-1.4	-0.3	-17	-11	1.1	-11
Cn1cc(SCC(=O)NCCc2ccccc2)c2ccccc21	1.2	5	-2	-8	1.6	-0.2	-9	25&-4	0.1	2
CCOC(=O)C(C)N1C(=O)S/C(=C/c2ccc3c(c2)n(C)c(=O)n3C)C1=O (stereo unspecified)	0.2	-3	-3	17	1.5	-0.2	6	0	0.3	-6
O=C(CCCOc1ccc(Br)cc1)Nc1nnc(C2CC2)s1	-1.6	x	-1	12	-0.9	i	4	-13	-0.4	x
CCOCc1c(C(=O)Nc2ccccc2N2CCN(C)CC2)oc2ccccc12	3.3	x	0	15	-0.9	-0.6	2	10	-1.7	x
O=C(OCCOCCOC(=O)Oc1ccccc1)Oc1ccccc1	1.2	x	1	15	0.7	-8.3	-7	-22	0.0	x
COc1ccc(C)cc1S(=O)(=O)NCC(c1cccnc1)N1CCc2ccccc2C1 (stereo unspecified)	1.1	3	1	9	-0.4	i	4	1	1.8	16
CCn1c(SCC(=O)OC)nnc1C1CCCCC1	x	1	-11	3	-2.3	0.2	10	-6	-0.4	16
CC(C)CC1C(=O)N(Cc2cn(CCC3OCCCO3)nn2)CCS(=O)(=O)N1Cc1ccc(-c2cccc(N(C)C)c2)cc1 (stereo unspecified)	1.5	x	-3	21	x	-0.4	-8	x	-0.5	x
Nc1nc(CN2CCN(c3cccc(Cl)c3)CC2)nc(N2CCCc3ccccc32)n1	x	-4	-7	-1	0.7	i	5	-12	0.7	26
N#Cc1cc(-c2ccccc2)nc(NN)n1	0.8	-3	-11	1	-2.0	0.0	11	-4	-3.5	46
COC(=O)/C=C1\N/C(=N\c2nc(C)cc(C)n2)N(c2ccccc2)C1=O	0.7	1	x	2	x	-0.4	-14	x	x	27
O=C(c1cc(-c2ccccc2)on1)N1CCN(Cc2ccc3c(c2)OCO3)CC1	0.9	-2	-4	9	-1.4	i	6	-1	-0.9	0
CC(=O)c1ccc(NC(=O)CCCN2C(=O)C(c3ccccc3)Oc3cccnc32)cc1 (stereo unspecified)	1.1	0	-2	25	2.3	-0.3	4	5	-0.6	3
CC1(C)C(=O)Nc2ccccc2N1C(=O)COC(=O)c1ccc([N+](=O)[O-])o1	0.8	x	1	2	-1.4	i	13	-7	-0.1	x
CCCN(CC(=O)Nc1ccccc1OC)C(=O)c1ccc(S(=O)(=O)Nc2ccccc2)cc1	-0.6	x	-5	3	-0.4	3.7	0	0	2.0	x
Cc1ccc(C)c(NC(=S)NNC(=O)c2cc3c(s2)CCC(C)C3)c1 (stereo unspecified)	x	6	-2	6	5.9	-0.1	-4	4	-0.6	22
O=C(O)CNC(=O)CC1S/C(=N/N=C2/NC(=O)CS2)NC1=O (stereo unspecified)	x	2	0	-3	0.3	i	9	x	-0.5	6
COCCN1C(=O)N(c2cccc(C)c2)C(=O)C1CC(=O)Nc1ccc(OC)cc1 (stereo unspecified)	-9.8	-4	3	-4	1.9	-0.3	-5	-1	0.6	4
O=C(N/N=C/c1cc(Cl)ccc1O)C(=O)Nc1ccccc1OC(F)(F)C(F)F	0.0	2	1	-5	-0.1	-0.2	-1	x	2.0	-1
CC(C)(C)c1ccc(C(=O)Nc2sc3c(c2C(=O)O)CCC3)cc1	3.9	7	3	-1	1.7	-0.1	-4	1	-0.5	12
CC(NC(=O)c1ccc2c(c1)OCO2)C(c1cccs1)N1CCN(c2ccccc2)CC1 (stereo unspecified)	-0.9	-2	0	6	0.1	0.0	10	4	-0.7	21

Continuation:
SMILES	TcdB GH inh	SARS 3CLpro inh	Anthrax LF prot	Y pestis TopoI	PfHsp40 rescue	Vc quorum ag	CCHFV vOTU inh	SSB-PriA inh	BoNT A protease	VHR inh abs
COc1cccc(OCCOc2c(OC)cccc2OC)c1	x	0	-1	2	0.5	i	8	-33	0.4	18
O=S(=O)(c1ccc(Cl)nc1)N1CCOCC1	-0.6	x	0	-4	-0.2	-1.6	7	-6	-0.1	x
COc1ccc(NC(=O)CN2CCN(S(=O)(=O)c3ccc(Br)cc3)CC2)c(OC)c1	2.0	0	-2	21	0.5	i	-7	-6	-0.6	6
CNS(=O)(=O)c1ccc(NC(=O)c2ccoc2C)cc1	-0.2	5	0	4	-0.4	-0.2	-4	6	-1.0	1
COc1ccccc1N/N=C(\C#N)C(=N)N1CCOCC1	0.7	-3	-8	4	-0.8	-0.6	19	x	-0.4	27
COc1ccc(-c2cc3nc(C)cc(C)n3n2)cc1	x	-6	0	8	-0.4	-0.2	-3	-9	-0.3	11
Cc1ccc(C)c(-n2c(CNC(=O)c3ccco3)nnc2SCC(=O)Nc2nccs2)c1	x	-1	-1	11	-1.1	-0.4	6	-23	-0.8	23
